Bioassay records from PubChem.
Cav32 inh: inhibitors of human Cav3.2 T-type calcium channel; O95180; Cav3.2-expressing cells, Fluo-4 calcium fluorescence FDSS; active compounds read low; B-score at 10 µM; 100,000 tested, 4% active; AID 449739;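 active = single-dose well whose peak fluorescence ratio is a statistical outlier from its plate by either plate-standardised score or position-corrected B-score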
Target sequence (O95180 whole entry, looked up): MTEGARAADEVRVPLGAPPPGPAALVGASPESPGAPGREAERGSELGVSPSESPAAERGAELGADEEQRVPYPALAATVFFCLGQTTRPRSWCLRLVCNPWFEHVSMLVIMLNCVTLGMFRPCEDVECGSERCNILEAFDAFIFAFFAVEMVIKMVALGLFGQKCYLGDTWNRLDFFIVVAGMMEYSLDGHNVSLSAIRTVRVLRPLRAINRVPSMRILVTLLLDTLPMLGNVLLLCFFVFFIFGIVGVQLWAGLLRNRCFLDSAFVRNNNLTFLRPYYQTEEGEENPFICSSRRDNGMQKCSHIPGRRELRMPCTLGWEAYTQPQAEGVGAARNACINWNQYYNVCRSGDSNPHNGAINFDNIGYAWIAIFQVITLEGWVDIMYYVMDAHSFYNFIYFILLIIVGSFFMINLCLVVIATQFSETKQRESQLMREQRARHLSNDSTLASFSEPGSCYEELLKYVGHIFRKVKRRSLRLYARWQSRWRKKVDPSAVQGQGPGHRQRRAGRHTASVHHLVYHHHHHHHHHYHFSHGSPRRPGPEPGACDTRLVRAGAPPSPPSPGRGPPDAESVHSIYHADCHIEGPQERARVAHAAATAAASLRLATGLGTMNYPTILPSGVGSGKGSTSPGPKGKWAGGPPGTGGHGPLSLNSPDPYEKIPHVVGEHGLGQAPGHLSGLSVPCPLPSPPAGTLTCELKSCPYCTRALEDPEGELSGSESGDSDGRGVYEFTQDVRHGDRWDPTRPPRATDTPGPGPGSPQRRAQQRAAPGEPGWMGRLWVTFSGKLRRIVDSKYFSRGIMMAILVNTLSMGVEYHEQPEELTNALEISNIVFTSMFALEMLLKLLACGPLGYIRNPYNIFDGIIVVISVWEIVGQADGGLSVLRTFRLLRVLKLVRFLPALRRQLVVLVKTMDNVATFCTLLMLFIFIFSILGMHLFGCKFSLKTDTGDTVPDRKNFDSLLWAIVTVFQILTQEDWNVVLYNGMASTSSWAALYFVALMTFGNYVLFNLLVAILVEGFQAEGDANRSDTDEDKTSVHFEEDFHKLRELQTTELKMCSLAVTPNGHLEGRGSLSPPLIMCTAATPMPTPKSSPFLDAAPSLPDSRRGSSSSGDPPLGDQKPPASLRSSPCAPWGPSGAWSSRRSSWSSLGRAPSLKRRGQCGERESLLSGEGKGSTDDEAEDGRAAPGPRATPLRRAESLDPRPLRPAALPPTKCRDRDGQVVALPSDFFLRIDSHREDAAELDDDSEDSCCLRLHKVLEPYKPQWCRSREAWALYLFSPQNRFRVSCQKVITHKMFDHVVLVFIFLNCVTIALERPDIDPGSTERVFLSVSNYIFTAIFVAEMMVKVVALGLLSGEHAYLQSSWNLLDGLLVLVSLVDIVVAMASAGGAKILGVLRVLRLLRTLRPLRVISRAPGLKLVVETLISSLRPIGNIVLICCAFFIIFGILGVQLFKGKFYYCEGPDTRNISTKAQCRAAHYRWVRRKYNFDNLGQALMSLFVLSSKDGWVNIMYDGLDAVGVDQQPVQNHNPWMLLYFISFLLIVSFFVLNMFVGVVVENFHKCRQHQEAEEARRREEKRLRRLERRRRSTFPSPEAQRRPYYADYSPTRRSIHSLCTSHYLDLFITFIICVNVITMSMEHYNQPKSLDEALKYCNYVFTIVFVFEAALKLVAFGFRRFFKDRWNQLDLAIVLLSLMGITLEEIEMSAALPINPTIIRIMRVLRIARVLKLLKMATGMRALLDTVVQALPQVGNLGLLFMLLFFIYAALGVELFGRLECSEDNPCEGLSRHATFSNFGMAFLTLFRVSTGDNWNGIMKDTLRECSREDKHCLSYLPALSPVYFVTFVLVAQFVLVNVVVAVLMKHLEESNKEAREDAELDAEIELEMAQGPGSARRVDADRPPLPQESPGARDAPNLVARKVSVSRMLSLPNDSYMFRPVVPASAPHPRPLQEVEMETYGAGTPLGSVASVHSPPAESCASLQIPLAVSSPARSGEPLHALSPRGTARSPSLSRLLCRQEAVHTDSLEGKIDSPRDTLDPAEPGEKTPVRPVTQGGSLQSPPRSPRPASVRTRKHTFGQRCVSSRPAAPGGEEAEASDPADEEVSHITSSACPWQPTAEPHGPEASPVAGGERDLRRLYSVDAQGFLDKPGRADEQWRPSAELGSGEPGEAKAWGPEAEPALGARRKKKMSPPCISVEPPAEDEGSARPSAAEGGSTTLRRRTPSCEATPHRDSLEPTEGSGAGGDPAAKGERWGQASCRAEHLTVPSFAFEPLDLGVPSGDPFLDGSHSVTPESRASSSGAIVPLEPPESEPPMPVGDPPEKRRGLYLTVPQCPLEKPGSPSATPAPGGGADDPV
* hit, by the source's call. The list is partial, so the mix of outcomes need not match the whole.

SMILES	Cav32 inh
Cc1cccc(C)c1NC(=O)CS(=O)CC(=O)NC1CCCc2ccccc21 (stereo unspecified)	0.248
O=C(Nc1ccc2c(c1)OCO2)c1c(Cl)nc2sccn12	-0.0807
CCCCNC(=O)c1onc(CSc2cccc(Cl)c2)c1C(=O)O	-1.31
O=S(Cc1ccccc1)CC(O)(c1ccccc1)c1ccccc1 (stereo unspecified)	-0.918
CCCOc1ccc(-c2nc(C#N)c(NCCCn3ccnc3)o2)cc1	-0.203
C(=N\n1cnnc1)/c1ccc2ncccc2c1	-2.4
Cc1cc(N=CC2=C(O)CC(C)(C)CC2=O)no1	-0.835
Cc1cc(=O)oc2cc(OCC(=O)NCc3cccnc3)ccc12	-0.013
CCOc1cc(/C=C\c2[nH]c(=O)[nH]c(=O)c2[N+](=O)[O-])ccc1OC(C)CC (stereo unspecified)	-0.328
O=C1OC(c2ccccc2)=C/C1=C/N1CCCCC1	-0.466
Cc1cc(C)nc(SC(C)C(=O)Nc2ccc(S(N)(=O)=O)cc2)n1 (stereo unspecified)	-1.2
CNC(=O)COc1ccc(-c2nn(C)c(=O)c3ccccc23)cc1	0.262
O=C(Cc1cccs1)N1CCCC(c2nc3c(nnn3Cc3ccccc3Cl)c(=O)[nH]2)C1 (stereo unspecified)	-0.473
COCCOCC(O)CN1CCN(c2ccc(C)cc2)CC1 (stereo unspecified)	-0.596
COC(=O)c1ccc(NS(=O)(=O)c2ccc(SC)cc2)cc1	-0.0468
COc1ccc(C)cc1S(=O)(=O)N(C)CC(=O)N1CCC(C)CC1	-0.967
Cc1cc(C(F)(F)F)nn1Cc1ccc(C(=O)NCc2ccco2)o1	-0.117
COc1ccc(/C=C2\CCCC3C2=NN(C(=O)c2scnc2C)C3c2ccc(OC)c(OC)c2)cc1OC (stereo unspecified)	0.123
Cc1ccc([N+](=O)[O-])cc1N=Cc1ccc(Br)s1	0.0283
CC1CCN(CCCNC(=O)c2ccc(CS(=O)(=O)Cc3ccccc3F)o2)CC1	0.781
C=CCn1c(CSCc2ccc(Cl)cc2)nnc1SCC(=O)NCc1ccccc1	-6.56*
Cc1ccc2sc(-c3ccc(NC(=O)c4cc(-n5cnnc5)ccc4Cl)cc3)nc2c1	-0.433
CCS(=O)(=O)N1CCCC(C(=O)NCc2cccnc2)C1 (stereo unspecified)	0.0875
COc1ccc(C2=CC3=C(Br)C(=O)C(C)(OC(=O)c4cccs4)C(=O)C3=CO2)cc1 (stereo unspecified)	-0.968
O=C(NCCc1cccs1)C1CC(c2cccc(F)c2)=NO1 (stereo unspecified)	0.797

Records above that bear a hit mark in Cav32 inh.
SMILES	Cav32 inh
C=CCn1c(CSCc2ccc(Cl)cc2)nnc1SCC(=O)NCc1ccccc1	-6.56*

An excerpt from further up:
SMILES	Cav32 inh
Cc1cccc(C)c1NC(=O)CS(=O)CC(=O)NC1CCCc2ccccc21 (stereo unspecified)	0.248
O=C(Nc1ccc2c(c1)OCO2)c1c(Cl)nc2sccn12	-0.0807
CCCCNC(=O)c1onc(CSc2cccc(Cl)c2)c1C(=O)O	-1.31
O=S(Cc1ccccc1)CC(O)(c1ccccc1)c1ccccc1 (stereo unspecified)	-0.918
CCCOc1ccc(-c2nc(C#N)c(NCCCn3ccnc3)o2)cc1	-0.203
C(=N\n1cnnc1)/c1ccc2ncccc2c1	-2.4
Cc1cc(N=CC2=C(O)CC(C)(C)CC2=O)no1	-0.835
Cc1cc(=O)oc2cc(OCC(=O)NCc3cccnc3)ccc12	-0.013
CCOc1cc(/C=C\c2[nH]c(=O)[nH]c(=O)c2[N+](=O)[O-])ccc1OC(C)CC (stereo unspecified)	-0.328
O=C1OC(c2ccccc2)=C/C1=C/N1CCCCC1	-0.466
Cc1cc(C)nc(SC(C)C(=O)Nc2ccc(S(N)(=O)=O)cc2)n1 (stereo unspecified)	-1.2
CNC(=O)COc1ccc(-c2nn(C)c(=O)c3ccccc23)cc1	0.262
O=C(Cc1cccs1)N1CCCC(c2nc3c(nnn3Cc3ccccc3Cl)c(=O)[nH]2)C1 (stereo unspecified)	-0.473
COCCOCC(O)CN1CCN(c2ccc(C)cc2)CC1 (stereo unspecified)	-0.596
COC(=O)c1ccc(NS(=O)(=O)c2ccc(SC)cc2)cc1	-0.0468
COc1ccc(C)cc1S(=O)(=O)N(C)CC(=O)N1CCC(C)CC1	-0.967
Cc1cc(C(F)(F)F)nn1Cc1ccc(C(=O)NCc2ccco2)o1	-0.117
COc1ccc(/C=C2\CCCC3C2=NN(C(=O)c2scnc2C)C3c2ccc(OC)c(OC)c2)cc1OC (stereo unspecified)	0.123
Cc1ccc([N+](=O)[O-])cc1N=Cc1ccc(Br)s1	0.0283

More entries follow:
SMILES	Cav32 inh
O=C1CC(C(=O)N(c2cccc(F)c2)C(C(=O)NC2CCCC2)c2ccccn2)CS1 (stereo unspecified)	0.732
O=C(O)C1CCN(S(=O)(=O)c2ccc(Oc3ccccc3)cc2)CC1	0.204
CCc1nnc(NC(=O)c2c(O)c3c([nH]c2=O)CCCC3)s1	1
C=C(C)[C@@H]1CC[C@]2(C(=O)O)CC[C@]3(C)[C@H](CC[C@@H]4[C@@]5(C)CC[C@H](O)C(C)(C)[C@@H]5CC[C@]43C)[C@@H]12	0.528
CCc1cc2c(=O)c(-c3nc4ccccc4n3C)coc2c(CN2CCN(C)CC2)c1O	2.48
Fc1ccc2[nH]c3c(NCCN4CCOCC4)ncnc3c2c1	1.13
O=C1COc2ccc(NC(=O)N3CCN(c4ccc(F)cc4)CC3)cc2N1	-2.45
C=CCn1c(COc2ccc(CC)cc2)nnc1SC/C(O)=C(\C#N)c1nc2ccccc2[nH]1	0.12
CCc1c(C)nc(SCC(=O)Nc2ccc(Br)cc2)[nH]c1=O	-1.2
COC(=O)c1scc(C)c1NC(=O)C1CCCCC1	0.0214
CCOC(=O)Cc1csc(NC(=O)c2cccc(OC)c2)n1	0.729
CCCC1C(c2ccc(OC)cc2)C(C#N)(C#N)C2(C#N)CC1(N)NC2=O (stereo unspecified)	0.271
CCOc1ccc(CN2CCN(C(=O)c3ccccc3)CC2)cc1	0.712
Cc1ccc(C(C(=O)NC2CCCC2)N2CCCCC2)cc1 (stereo unspecified)	0.312
O=C(Nc1ccccc1)C1=C[C@@H](c2ccc(C(F)(F)F)cc2)C[C@@H](OCCCCO)O1	-1.28
COc1cccc(C2C(C(=O)c3sc(C)nc3C)=C(O)C(=O)N2CCN2CCOCC2)c1 (stereo unspecified)	0.225
COc1cc(C2CC(=O)N3CN(c4ccccc4C)CSC3=C2C#N)cc(OC)c1OC (stereo unspecified)	0.824
CCOC1(C(F)(F)F)NC(=O)N(Cc2ccc(OC)cc2)C1=O (stereo unspecified)	-0.359
COc1ccc2cc3cc(C(=O)N4CCN(Cc5ccc6c(c5)OCO6)CC4)oc3nc2c1	-2.69
COc1ccc(C(O)Cc2nc3ccccc3n2C)cc1OC (stereo unspecified)	0.71
Cc1nc2nc(-c3ccccc3)cc(=O)n2[nH]1	-0.525
CCOC(=O)c1oc2nc(C(C)C)c3c(c2c1N)CCC3	0.0558
Cc1cccc(NC(=O)c2c(C)cc(=O)oc2C)n1	1.22
O=C1Nc2ccccc2C12OC1CCCCC1O2 (stereo unspecified)	-1.72
Cc1cccc2cc(C#N)c(SCCN3CCCCC3)nc12	0.0268
(list continues)
SMILES	Cav32 inh
CSCC[C@H](NC(=O)CCNC(C)=O)c1nc2ccccc2[nH]1	-1.31
Fc1ccc(C2C3=C(Nc4ncnn42)c2ccccc2OC3c2ccncc2)cc1 (stereo unspecified)	-2.03
CC(NC(=O)C1C2C=CC(C2)C1C(=O)O)c1ccccc1 (stereo unspecified)	0.738
COC(=O)[C@H](CC(C)C)NC(=O)NC1CCCCC1C (stereo partly specified)	-0.653
CC(=O)Nc1ccc(-c2nnc(SCC(=O)Nc3ccc4c(c3)oc3ccccc34)n2C)cc1	0.561
O=C1C=C(c2ccccc2)C[C@H](c2cccs2)[C@H]1n1cnc([N+](=O)[O-])c1	-2.02
COc1ccc(CC(=O)NC2CCN(CC(=O)Nc3ccc4c(c3)OCCO4)CC2)cc1OC	0.806
CC1(C(=O)NC2CCCCCCC2)CCC(=O)N1CCN1CCOCC1 (stereo unspecified)	0.865
CCOC(=O)c1cnc2c(C)cccc2c1NCCc1ccc(OC)c(OC)c1	-0.953
CC(=O)NC(Cc1ccccc1)C(=O)NC1CCN(C(=O)NC2CCCCC2)CC1 (stereo unspecified)	0.298
O=C(NCC1CCCO1)c1coc2nc3ccccc3nc12 (stereo unspecified)	0.747
Cc1ccc(NC2c3ncccc3C(=O)N2c2ccccc2C)cc1C (stereo unspecified)	-1.11
CSc1ccccc1NC(=O)c1cc(CC(C)C)on1	-0.953
CCOc1ccccc1N(CC(=O)Nc1ccc2c(c1)OCO2)S(C)(=O)=O	0.347
CC1c2[nH]c3ccccc3c2CCN1S(C)(=O)=O (stereo unspecified)	0.371
COc1ccccc1C(=O)Nc1ccc(N2CCN(Cc3ccccc3)CC2)cc1	-2.75
CC(C)CSc1nnc2c(n1)[nH]c1ccccc12	0.299
O=C(COc1ccccc1O)Nc1ccccc1Cl	-2.65
CCOc1ccc(NC(=S)NC(=O)/C=C/c2ccc(OC)c(OC)c2)c([N+](=O)[O-])c1	0.628
Cc1ccc(S(=O)(=O)Nc2cc(C(=O)NCCN3CCCC3)ccc2N2CCCCC2)cc1	0.00111
COc1ccccc1N1CSC2=C(C#N)C(c3ccc(SC)cc3)CC(=O)N2C1 (stereo unspecified)	0.956
CCCc1cc(C(=O)Nc2cc(Br)ccc2O)no1	-1.72
O=C1c2cccc3c(N4CCCCC4)ccc(c23)C(=O)N1c1ccccn1	-6.92*
COC(=O)Sc1nc(N2CCOCC2)c2c(c1C#N)CC(C)(C)OC2	2.9
CCOC(=O)c1c(-c2ccc(C)o2)csc1NC(=O)CN(C)CC(=O)Nc1ccc(C)cc1	-0.439
Next entries:
SMILES	Cav32 inh
Cn1c(=O)c2cn(-c3ccccc3)cc2n(C)c1=O	0.849
CN1C(=O)SC(Nc2cccc3ccccc23)C1=O (stereo unspecified)	1.22
O=C(NCC1CCCO1)C1CCC(=O)N1Cc1ccccc1Cl (stereo unspecified)	0.414
CC(=O)NCC(=O)OCC(=O)c1ccc(C)c(C)c1	0.036
CCO/C=C1/C(=O)N(CC)c2ccccc21	-0.289
COc1ccc(OC)c(S(=O)(=O)N2CCC(C(=O)Nc3ccc(C)c(C)c3)CC2)c1	-7.17*
CC(C)N(c1ccccc1)c1ccc(NC(=O)C2CCCO2)cc1 (stereo unspecified)	-0.177
CN(CC(=O)Nc1ccc(F)c(F)c1)S(=O)(=O)c1cccc2nsnc12	-0.257
O=C(NCc1ccco1)c1ccc(N2CCCC2=O)cc1	1.19
O=C(CCl)c1ccc(Cc2ncc(C(F)(F)F)cc2Cl)s1	1.87
COc1ccc(-c2nc(SCC(=O)Nc3cc(C)on3)n[nH]2)cc1	-0.283
CCOC(=O)N1CCN(C(=O)CN(C2CCCCC2)S(C)(=O)=O)CC1	-0.0305
C=CCn1c(SCc2nc3ccccc3[nH]2)nnc1-c1ccc(OC)cc1	0.811
CC(=O)c1c(C)oc2ccc(O)c(CN3CCOCC3)c12	0.673
O=C(CCn1nnc(-c2cccs2)n1)NCc1ccccc1Cl	-0.814
COc1nc(-c2ccccc2)ccc1-c1noc(COc2ccccc2)n1	-3.59
Nc1nc(CN2CCN(c3ccccc3)CC2)nc(N2CCCc3ccccc32)n1	-2.96
CCN(CC)CCCn1c(C)cc2c(c1=O)C(c1ccccc1)C(C#N)=C(N)O2 (stereo unspecified)	1.22
COc1cccc(NC(=O)CSc2nnc(-c3cccc(OC(C)C)c3)n2N)c1	-1.08
Cc1ccc(CNC(=O)CN2C(=O)C3(OCCCO3)c3ccccc32)cc1	0.174
O=C(CC(O)(C(F)(F)F)C(F)(F)F)Nc1ccc(Cl)c(Cl)c1	-6.32*
C/C=C/C=C/C(=O)N1CC[C@]23c4ccccc4N[C@H]4N(C)c5cccc6c5[C@]42CCN([C@H]6C2OC2(C)C)[C@H]13 (stereo partly specified)	-4.45*
O=C(CN(Cc1cccs1)C(=O)CNS(=O)(=O)c1ccc(F)cc1)NCc1ccco1	-0.925
CCCCNC(=O)CSc1nc2ccsc2c(=O)n1C1CCN(C(=O)OCC)CC1	0.52
CC(NC(=S)NCCc1ccccc1)C(c1cccs1)N1CCN(Cc2ccccc2)CC1 (stereo unspecified)	-4.57*
More compounds:
SMILES	Cav32 inh
CCOC(=O)N1CCN(C(=O)c2ccc3nc(N4CCCCC4)sc3c2)CC1	-4.75
CCOC(=O)C1CCN(C(=O)CSc2ccc(Cl)cc2)CC1	-0.73
CC12CN(C(=O)c3ccc(Cl)cc3)C3(C#N)CC1CCC23C (stereo unspecified)	-0.0108
CCOC(=O)Cn1c(CN2CCOCC2)nc2c1c(=O)n(C)c(=O)n2C	0.0588
O=C1CC(c2ccc(S(=O)(=O)NCc3ccccc3)cc2)CN1 (stereo unspecified)	0.626
CCCCn1nnnc1NCc1cccs1	1.18
CCOC(=O)C1CCCCN1Cc1ccc(F)cc1 (stereo unspecified)	0.355
O=C(COC(=O)CNS(=O)(=O)c1ccccc1)Nc1ccc(Cl)cn1	-0.142
CN(C)CCNc1ncnc2ccccc12	0.562
CCN(CC)CCN1C(=O)C(=O)/C(=C(/O)c2ccccc2)C1c1ccccc1F (stereo unspecified)	0.618
CCN(CC)CCN1C(=O)c2ccccc2NC1c1cc(OC)c(OC)c(OC)c1 (stereo unspecified)	-0.508
CCCCCN(C(=O)NC(=O)Nn1cnnc1)S(C)(=O)=O	-1.13
N#Cc1c(=O)c2nc(NCc3ccccc3)ncc2n2ccccc12	0.755
Cc1ccccc1-c1ccc(=O)n(CC(=O)Nc2ccc(N3CCOCC3)cc2)n1	-0.0372
COC(=O)c1ccc(N)cc1O	0.632
CN(C)C(=O)CN(C)S(=O)(=O)c1ccc(Cl)cc1	0.859
CCn1c(C)c(C(C)=O)c(N2CCCCC2)nc1=S	0.483
O=C(CCCC(=O)OCC(=O)c1cccs1)Nc1ccc(Oc2ccccc2)cc1	-2.23
NCC(O)COCCC12CC3CC(CC(C3)C1)C2 (stereo unspecified)	-0.527
Cn1ccnc1SCCC#N	0.161
CCC(=O)N1CCc2cc(S(=O)(=O)NC(C(=O)NCc3ccccc3)C(C)C)ccc21 (stereo unspecified)	0.407
CN(C)c1ccc(/C(=N\O)C(F)(F)F)cc1	-0.951
CCC1(CC)C(=O)C2=C3C1[C@H](C(=O)OC)CC(C(=O)OC)C[C@H]3n1c(=O)n(-c3ccccc3)c(=O)n1[C@H]2C (stereo partly specified)	0.842
COc1ccccc1NC(=O)CC1COc2ccccc2O1 (stereo unspecified)	-0.449
